PPARg SRC3 recr: agonists of human PPARgamma SRC-3 coactivator recruitment | P37231 | biochemical PPARgamma/SRC-3 coactivator recruitment assay | activation, % at 8 µM | 200,000 tested, 0.26% active; in the data active = activation above about 23%;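 also: 0% = DMSO and 100% = reference agonist; some compounds past the cut are filed as inactive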
L major viab: reduces viability of Leishmania major promastigotes. 200,000 tested, 9% active. resazurin fluorescence viability. inhibition, % at 10 µM; in the data active = inhibition above about 50%;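 also: promastigotes grown with compound for 44 hours at 28 °C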
bIAP inhibitor: intestinal alkaline phosphatase (bovine) inhibition | AID 1019 | purified bovine IAP, CDP-star luminescence, 30 min | inhibition, % at 20 µM | 190,000 tested, under 10 active;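 active = over 50% inhibition of intestinal alkaline phosphatase at 20 µM in the single-dose screen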
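Incubation: 30 min reaction at room temperature / Material: purified bovine intestinal alkaline phosphatase (IAP) enzyme / Input: enzyme at 1/65,000,000 dilution / Dosing: 20 µM single dose / Signal: CDP-star luminescence signal / Reagent: CDP-star chemiluminescent phosphatase substrate, 30 µM final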
TLR4 MyD88 comp: inhibitors of human TLR4-MyD88 binding; inhibition, % at 8.4 µM; 200,000 tested, 0.18% active; HeLa CL3-4 TLR4/MyD88 BLA complementation, FRET ratio; O00206+Q99836; in the data active = inhibition above about 25%;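 also: 0% = vehicle and 100% = reference inhibitor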
Target sequence (O00206 whole entry, looked up): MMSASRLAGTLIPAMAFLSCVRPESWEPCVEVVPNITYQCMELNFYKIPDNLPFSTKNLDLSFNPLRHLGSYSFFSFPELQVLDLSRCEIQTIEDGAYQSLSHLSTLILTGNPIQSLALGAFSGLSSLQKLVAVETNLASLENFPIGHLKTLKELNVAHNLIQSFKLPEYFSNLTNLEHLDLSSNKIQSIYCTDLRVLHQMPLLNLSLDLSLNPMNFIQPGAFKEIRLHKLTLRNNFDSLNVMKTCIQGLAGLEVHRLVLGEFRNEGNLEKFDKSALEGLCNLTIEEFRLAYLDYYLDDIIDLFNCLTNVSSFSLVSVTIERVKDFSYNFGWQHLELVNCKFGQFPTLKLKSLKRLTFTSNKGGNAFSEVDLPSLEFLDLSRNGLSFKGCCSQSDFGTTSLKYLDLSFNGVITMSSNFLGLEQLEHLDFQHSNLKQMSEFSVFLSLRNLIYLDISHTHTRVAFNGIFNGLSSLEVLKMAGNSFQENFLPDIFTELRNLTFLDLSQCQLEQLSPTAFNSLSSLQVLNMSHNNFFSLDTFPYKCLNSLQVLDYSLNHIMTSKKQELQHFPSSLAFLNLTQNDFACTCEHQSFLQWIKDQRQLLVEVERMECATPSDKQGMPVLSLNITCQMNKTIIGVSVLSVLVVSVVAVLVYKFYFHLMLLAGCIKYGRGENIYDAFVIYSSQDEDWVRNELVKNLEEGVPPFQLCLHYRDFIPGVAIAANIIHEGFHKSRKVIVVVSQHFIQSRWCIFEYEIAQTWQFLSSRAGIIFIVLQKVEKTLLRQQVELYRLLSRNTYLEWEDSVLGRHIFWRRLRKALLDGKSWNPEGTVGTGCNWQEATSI
Target sequence (Q99836 whole entry, looked up): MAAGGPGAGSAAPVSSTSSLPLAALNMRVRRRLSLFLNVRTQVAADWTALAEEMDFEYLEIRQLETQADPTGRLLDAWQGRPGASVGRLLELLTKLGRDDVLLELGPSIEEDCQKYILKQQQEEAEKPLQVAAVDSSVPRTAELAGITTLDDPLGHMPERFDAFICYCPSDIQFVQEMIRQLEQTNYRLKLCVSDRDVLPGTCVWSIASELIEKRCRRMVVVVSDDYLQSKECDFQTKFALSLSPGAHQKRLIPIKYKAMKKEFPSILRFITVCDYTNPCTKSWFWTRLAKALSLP
ROMK primary: modulators of human ROMK potassium channel; Tet-inducible ROMK, thallium flux fluorescence; actives lie on both sides; AID 1918; 130,000 tested, 2% active; B-score at 10 µM; P48048;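 active = signal ratio slope over the read window, or its plate-corrected B-score, at least 3 SD from the plate mean, either direction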;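 also: B-score of the F/F0 ratio slope over 7 to 12 s after thallium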
PPARg SRC2 recr: PPARgamma-driven SRC-2 recruitment agonism. P37231. PPARgamma LBD-SRC-2 recruitment, biochemical. activation, % at 8 µM. 200,000 tested, 0.34% active. AID 1032; in the data active = activation above about 22%;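 also: 0% = vehicle and 100% = reference agonist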
SRC2 TRFRET art: TR-FRET artefact, counter-screen to PPARgamma/SRC-2 agonist assay; AID 1049; TR-FRET ratio at 8 µM; stronger effect = higher value; 200,000 tested, 0.4% active; in the data active = TR-FRET ratio above about 2000; also: inactives centre near 1500; reference of the scale not given here
DTT redox prof: compounds producing H2O2 with reducing agent – biochemical, NIH compound library profiling, artefact control for MLSCN library redox annotation, primary screen | AID 878 | activation, % at 10 µM | 200,000 tested, 0.03% active | DTT-dependent redox cycling H2O2, phenol red/HRP absorbance; 100% = 100 µM peroxide control, 0% = buffer;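 active = activation of at least 50% relative to the plate's high and low controls in the primary single-dose screen; inactive = activation below 50%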;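 also: compound incubated with DTT at 0.8 mM final as the reducing agent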
S1P3 antagonist: S1P3 (human) receptor antagonism; Q99500; CHO S1P3 NFAT-BLA reporter, FRET fluorescence, antagonist mode; inhibition, % at 4.98 µM; 170,000 tested, 0.27% active; AID 485;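 active = inhibition above the plate cutoff, the mean inhibition of test wells on that plate plus 3 SD, cut at about 28% in these data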;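 also: cells challenged with S1P at its EC80 of 0.8 µM; blue over green emission ratio from cleaved BLA substrate after 4 h stimulation; 0% = S1P-stimulated wells and 100% = unstimulated DMSO-only wells; some compounds past the cut are filed as inactive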
PPARg SRC-1 ag: agonists of human PPARgamma SRC-1 coactivator recruitment; 200,000 tested, 0.41% active; PPARgamma-SRC-1 coactivator recruitment biochemical assay; P37231; activation, % at 8 µM; AID 631; in the data active = activation above about 19%;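 also: 0% = DMSO and 100% = reference agonist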
bIAP act: intestinal alkaline phosphatase (bovine) activation. purified bovine IAP, CDP-star luminescence, 30 min; stronger effect = higher value; fold of DMSO-control signal, blank-subtracted. activation factor at 20 µM. 200,000 tested, 0.17% active;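 active = activation factor of 2 or more at 20 µM, a signal rise over negative controls twice the positive control's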
* hit, by the source's call; · = no result given.

SMILES	PPARg SRC3 recr	L major viab	bIAP inhibitor	TLR4 MyD88 comp	ROMK primary	PPARg SRC2 recr	SRC2 TRFRET art	DTT redox prof	S1P3 antagonist	PPARg SRC-1 ag	bIAP act
Clc1ccccc1-c1nnc2sc(C3COc4ccccc4O3)nn12 (stereo not drawn)	6	-5	17	-2	-1.6	12	1560	9.7	6	7	0.8
CCN(c1ccccc1)S(=O)(=O)c1cc(OC)ccc1OC	11	2	13	-6	·	1	1516	0.1	·	4	0.9
CCc1cccc(C)c1NC(=O)CSc1nnc(-c2cc3cc(Br)ccc3o2)n1CC	7	-4	7	6	-1.3	16	1468	0.8	16	-2	0.9
O=C(Nc1ccn(Cc2ccccc2)n1)c1cccc(Cn2cc([N+](=O)[O-])cn2)c1	-2	8	3	0	·	-4	1389	0.0	6	0	1
COc1ccc2c(c1)cc(C(O)c1ccccn1)n2S(=O)(=O)c1ccccc1 (stereo not drawn)	1	-1	3	-16	-0.11	8	1560	-0.3	8	-2	1
Cc1ccc(N/C(=C\C(=O)c2ccccc2)C(=O)O)cc1	1	1	4	-9	0.22	3	1685	1.0	-39	-1	1
Cc1cc([N+](=O)[O-])c(NCCCCCCO)c([N+](=O)[O-])c1	3	6	·	3	·	5	1666	-3.4	·	-3	·
C=CCn1c(=NC(=O)c2ccccc2[N+](=O)[O-])sc2cc(S(C)(=O)=O)ccc21	-3	8	·	15	·	-1	1599	0.2	0	-1	0.4
CCCCn1c(=O)[nH]c(=O)c2c(C(=O)OCC)cc(-c3ccc(OC(F)F)cc3)nc21	11	10	13	-1	1	0	1624	-0.1	-8	1	0.9
CC(=O)c1cnc(-c2ccccn2)s1	2	-9	-11	7	0.078	-2	1664	-0.3	-6	4	1.1
O=S(=O)(Nc1nc2cc3c(cc2nc1Cl)OCCO3)c1ccccc1	7	1	-11	-10	-0.39	17	1707	-0.8	-2	13	1.1
c1cncc(CSc2ccc(-c3cccs3)nn2)c1	6	0	9	-1	-0.59	16	1716	-0.8	-13	19	0.9
O=C(c1ccccc1F)N1CCOCC1	1	-5	8	-9	0.33	7	1488	-0.2	-6	2	0.9
O=C(CCCN1C(=O)/C(=C/c2cccc(Br)c2)SC1=S)Nc1cccnc1	1	40	-2	-12	0.5	-1	1602	0.7	-18	10	1
Cc1ccc(S(=O)(=O)N2CCCCC2)cc1NC(=O)c1ccc2ccccc2n1	-6	6	36	-7	·	-5	1420	-0.4	17	-6	0.6

Whole records, quoted from the list:
O=C(Nc1ccn(Cc2ccccc2)n1)c1cccc(Cn2cc([N+](=O)[O-])cn2)c1 is listed as PPARg SRC3 recr: -2; L major viab: 8; bIAP inhibitor: 3; TLR4 MyD88 comp: 0; ROMK primary: ·; PPARg SRC2 recr: -4; SRC2 TRFRET art: 1389; DTT redox prof: 0.0; S1P3 antagonist: 6; PPARg SRC-1 ag: 0; bIAP act: 1
CCc1cccc(C)c1NC(=O)CSc1nnc(-c2cc3cc(Br)ccc3o2)n1CC is listed as PPARg SRC3 recr: 7; L major viab: -4; bIAP inhibitor: 7; TLR4 MyD88 comp: 6; ROMK primary: -1.3; PPARg SRC2 recr: 16; SRC2 TRFRET art: 1468; DTT redox prof: 0.8; S1P3 antagonist: 16; PPARg SRC-1 ag: -2; bIAP act: 0.9

Next section.
SMILES	PPARg SRC3 recr	L major viab	bIAP inhibitor	TLR4 MyD88 comp	ROMK primary	PPARg SRC2 recr	SRC2 TRFRET art	DTT redox prof	S1P3 antagonist	PPARg SRC-1 ag	bIAP act
O=c1c2ccccc2nnn1CSc1nnc(-c2cccnc2)n1-c1ccccc1F	-5	8	2	9	0.39	-1	1695	-0.8	·	8	1
CCN1CCN(C2=C(Cl)C(=O)N(Cc3ccccc3)C2=O)CC1	9	92*	16	-2	·	4	1447	0.0	·	6	0.8
O=C1C2CCCN2C(c2ccc(F)cc2)N1c1cccc(Cl)c1 (stereo not drawn)	13	-6	-2	-9	·	7	1575	-1.1	-32	8	1
O=c1cc(COn2nnc3ccc(C(F)(F)F)cc32)nc2sccn12	9	11	10	1	·	9	1709	-2.0	-26	1	0.9
COc1ccc(CNC(=O)CN2CCN(S(=O)(=O)c3cccs3)CC2)cc1OC	1	-4	-17	-12	0.48	3	1760	-0.7	-12	10	1.2
Cc1ccc(C(N)=S)c(C)c1	7	3	·	-7	0.064	11	1513	0.6	-7	11	·
CN1CCC(NC(=O)Cc2c(F)cccc2Cl)CC1	0	-3	-63	1	0.39	6	1435	0.0	1	-2	1.6
COc1ccc(C(=O)N2CCN(C3CCC(c4ccccc4)CC3)CC2)cc1OC (stereo not drawn)	10	88*	-7	-1	·	7	1571	2.0	12	1	1.1
CCOC(=O)N1CCN(CC(=O)c2c(C)[nH]c3ccccc23)CC1	-1	-8	-10	5	·	0	1664	-2.5	-17	2	1.1
COCCNC(=O)CSc1nc2cc3c(cc2c(=O)n1CCCC(=O)NCc1ccc(OC)cc1)OCO3	0	0	-21	-1	1.3	4	1665	-0.1	7	4	1.2
CSc1ccc(/C=C(\C#N)C(=O)NC2CCCCC2C)cc1 (stereo not drawn)	4	55*	-44	-3	-3.1*	12	1612	-0.4	5	4	1.4
COc1ccc(CNC(=O)C(=O)NCC2CCCO2)cc1 (stereo not drawn)	-1	-5	9	1	·	6	1533	0.8	·	5	0.9
Nc1c(NCc2ccccc2)c(=O)[nH]c(=O)n1Cc1ccccc1	2	-4	4	-4	-0.55	0	1542	3.5	·	5	1
CCOc1cc(/C=N/NS(=O)(=O)c2ccccc2)ccc1OS(=O)(=O)c1ccc(C)cc1	-1	13	4	4	0.025	9	1496	0.1	·	6	1
O=C(Oc1c(Br)cc(Br)c2cccnc12)N1CCCCC1	5	20	-8	-7	0.39	15	1691	-2.0	-28	29*	1.1
COc1ccc(C)cc1N(CC(=O)Nc1cccc(N(C)S(C)(=O)=O)c1)S(C)(=O)=O	-3	-1	1	-4	·	-10	1454	0.4	-3	3	1
O=C(Nc1ccccc1)C1CCCN1/C=C/C(=O)C(F)(F)F (stereo not drawn)	4	-5	7	-1	-0.022	7	1600	-0.3	-2	1	0.9
Cc1nc2scc(-c3ccc(Cl)cc3)c2c(=O)n1N	-1	5	2	3	-0.23	7	1675	0.6	0	8	1
CSCc1nc2scc(-c3ccccc3)c2c(=O)[nH]1	2	18	4	-4	0.011	6	1686	-1.5	-4	0	1
CCOC(=O)c1cn(Cc2c(C)c(C)c(C)c(C)c2C)nn1	0	1	2	-16	·	-2	1573	0.2	6	5	1
CCOc1cc(/C=N/NC(=O)c2ccncc2)cc(Cl)c1OS(C)(=O)=O	-5	1	10	5	·	-4	1607	0.1	-4	-3	0.9
Cc1ccc(NC(=O)c2ccoc2C)cc1C	-3	-5	7	-17	·	3	1474	-0.1	6	-9	0.9
O=C(CCC(=O)c1cccs1)NCc1ccncc1	-4	-5	21	7	-0.73	0	1438	7.2	6	-2	0.8
COc1cc(N=c2ssnc2Cl)c(OC)cc1Cl	9	3	-2	10	·	3	1571	1.8	·	16	1
Cc1cccc(N2CCN(C(=O)Cc3c(C(=O)O)[nH]c4ccc(Cl)cc34)CC2)c1C	5	-10	0	-13	·	6	1575	0.3	-2	6	1
Clc1ccc(-c2csc3ncnc(N4CCc5ccccc5C4)c23)cc1	5	42	3	4	·	2	1498	-0.1	11	4	1
Cc1nc(CCNC(=O)COc2ccccc2)cs1	-2	0	6	2	·	-7	1563	-1.2	-4	-1	0.9
CCCCNc1nc(CC(C)=O)ns1	7	-7	8	11	0.72	-2	1636	-0.1	·	0	0.9
CCN1CCN(C(=O)c2cc3nc(-c4ccccc4)cc(C(F)(F)F)n3n2)CC1	8	17	-3	0	-0.46	2	1491	2.7	4	-5	1
COc1ccc(NC(=S)N(Cc2cccnc2)Cc2ccco2)cc1	-3	91*	4	-3	-0.62	0	1680	-2.1	-9	-6	1

ROMK primary, hit marks shown above
| Structure | PPARg SRC3 recr | bIAP inhibitor | TLR4 MyD88 comp | ROMK primary | PPARg SRC2 recr | DTT redox prof | S1P3 antagonist | PPARg SRC-1 ag | bIAP act |
| --- | --- | --- | --- | --- | --- | --- | --- | --- | --- |
| CSc1ccc(/C=C(\C#N)C(=O)NC2CCCCC2C)cc1 (stereo not drawn) | 4 | -44 | -3 | -3.1* | 12 | -0.4 | 5 | 4 | 1.4 |

The main list resumes, starting 3 compounds before the break.
SMILES	PPARg SRC3 recr	L major viab	bIAP inhibitor	TLR4 MyD88 comp	ROMK primary	PPARg SRC2 recr	SRC2 TRFRET art	DTT redox prof	S1P3 antagonist	PPARg SRC-1 ag	bIAP act
CCCCNc1nc(CC(C)=O)ns1	7	-7	8	11	0.72	-2	1636	-0.1	·	0	0.9
CCN1CCN(C(=O)c2cc3nc(-c4ccccc4)cc(C(F)(F)F)n3n2)CC1	8	17	-3	0	-0.46	2	1491	2.7	4	-5	1
COc1ccc(NC(=S)N(Cc2cccnc2)Cc2ccco2)cc1	-3	91*	4	-3	-0.62	0	1680	-2.1	-9	-6	1
O=C(N/N=C/c1ccc2c(c1)OCO2)c1cc(-c2ccccc2)nc2ccccc12	2	23	7	-13	-0.068	3	1512	-1.0	-51	2	0.9
COC(=O)CSc1nnc(SCc2ccccc2)s1	-14	1	10	7	0.28	-2	1305	0.2	-21	0	0.9
COc1ccc(CCNC(=O)c2cccnc2)cc1OC	-9	-6	5	7	-0.24	3	1713	-1.0	-16	3	0.9
N#C/C(=C\c1c[nH]c2ccccc12)C(=O)Nc1ncc(Cc2ccc(Cl)cc2Cl)s1	0	3	-10	-5	·	7	1593	0.7	-10	-2	1.1
CCCCn1c(SCC(=O)NCc2ccco2)nnc1-c1ccoc1C	-9	-4	7	-11	·	4	1558	1.7	-27	-3	0.9
COc1ccc(NC(=O)CS(=O)CC(=O)Nc2ccc(OC)c(OC)c2)cc1 (stereo not drawn)	2	-2	1	-8	·	-6	1756	0.1	-10	-4	1
O=C(NCC1CCCO1)C1CCN(C2CCN(Cc3ccco3)CC2)CC1 (stereo not drawn)	6	-5	-6	1	-0.031	4	1614	-0.9	5	4	1.1
Cc1cnn(C(=O)c2cc(-c3ccccn3)nc3ccc(Cl)cc23)c1	0	4	11	10	-0.098	4	1361	-1.0	-7	-1	0.9
COn1c(-c2ccccc2)nc2c1CCc1c-2no[n+]1[O-]	3	2	15	1	0.83	7	1599	0.1	·	0	0.9
O=C(CSCc1ccc(Cl)cc1Cl)Nc1nccs1	-1	-3	-1	4	-0.047	1	1730	-0.4	-9	7	1
O=[N+]([O-])c1ccc2c(c1)nc1n2CCCCC1	-4	7	3	2	-1.3	-5	1536	0.4	-12	4	1
O=C(c1ccc(NS(=O)(=O)c2cccs2)cc1)N1CCN(c2ccccc2Cl)CC1	0	-7	-4	7	0.28	2	1518	0.3	1	10	1

Assay outcomes deposited in PubChem BioAssay by several laboratories.
